LmPK inhibitor = LmPK (Leishmania mexicana) enzyme inhibition; 290,000 tested, 0.37% active; Potency, µM (titrated, usually from 57.5 µM), for inactives: at the top dose activity change, negative = inhibition, actives largely listed as inhibitors; purified LmPK, Kinase-Glo ATP luminescence, 1 h; Q27686; AID 1721; further: potency means the concentration at half of the fitted maximal effect; on the % scale 0 is the no-effect control and ±100 the full control effect
Target sequence (Q27686 whole entry, looked up): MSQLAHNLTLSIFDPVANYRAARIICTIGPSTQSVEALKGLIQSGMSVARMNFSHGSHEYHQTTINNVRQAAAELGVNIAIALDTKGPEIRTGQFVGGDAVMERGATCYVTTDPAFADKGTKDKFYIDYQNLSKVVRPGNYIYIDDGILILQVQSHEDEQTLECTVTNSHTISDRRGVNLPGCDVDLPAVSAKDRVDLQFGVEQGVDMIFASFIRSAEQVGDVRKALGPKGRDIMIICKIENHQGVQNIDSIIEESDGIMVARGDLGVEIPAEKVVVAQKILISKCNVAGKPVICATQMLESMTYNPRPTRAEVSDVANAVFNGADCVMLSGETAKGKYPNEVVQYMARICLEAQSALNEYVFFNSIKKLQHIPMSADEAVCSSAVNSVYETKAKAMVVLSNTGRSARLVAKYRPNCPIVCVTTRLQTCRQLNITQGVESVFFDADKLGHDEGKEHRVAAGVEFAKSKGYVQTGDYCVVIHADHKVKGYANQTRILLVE
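Purified LmPK (0.1 nM) with 0.5 mM PEP and 0.1 mM ADP in imidazole buffer pH 7.2 with MgCl2/KCl, 1 h at room temperature. ATP formed was read by luciferase luminescence and normalized to no-enzyme and uninhibited controls.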
AMA1 RON2 block = AMA1-RON2 (P. falciparum) interaction inhibition. AlphaScreen AMA1-biotinylated RON2 peptide binding. Potency, µM (titrated, usually from 58.2 µM), for inactives: at the highest dose activity change, negative = inhibition, usual class: inhibitors. 360,000 tested, 0.2% active. AID 720542;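 further: potency means the concentration at half of the fitted maximal effect; 0% = vehicle wells and -100% = peptide control; nearly all actives have a fitted effect of over 45% in size; some results filed as inactive show a strong effect at the top dose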
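AMA1 (3D7) with his tag at 25 nM final met compounds first, then biotinylated RON2 peptide at 25 nM; detection used donor plus acceptor beads, 10 µg/mL apiece, read by AlphaScreen after 30 min at room temperature.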
Pf growth 48h = inhibits P. falciparum growth in the first generation, 48 h; P. falciparum luciferase growth in erythrocytes, 48 h; Potency, µM (series often up to 28.7 µM), without a hit: at the top dose activity change, negative = inhibition, hits mostly inhibitors; 310,000 tested, 5.9% active; AID 504832; further: potency means the concentration at half of the fitted maximal effect; on the % scale 0 is the no-effect control and ±100 the full control effect
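A one-generation exposure of luciferase-tagged malaria parasites in RPMI 1640/Albumax erythrocyte culture, 37 C and 5% CO2. Inhibition is inferred from decreased luminescence after adding detection reagent.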
Pf growth 96h = P. falciparum growth inhibition at 96 hours; 320,000 tested, 6.9% active; P. falciparum luciferase reporter growth, 96 h; Potency, µM (top dose mostly 28.7 µM), without a hit: top-dose activity change, negative = inhibition, most hits filed as inhibitors; further: potency means the concentration at half of the fitted maximal effect; on the % scale 0 is the no-effect control and ±100 the full control effect
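Parasite growth measured via integrated firefly luciferase reporter in P. falciparum. Infected erythrocytes at 2% hematocrit, 0.05% parasitemia final were treated 96 hours at 37 C under 5% CO2, and luminescence was read.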
CHX counter = counter-screen hit for Shiga toxin inhibitors, cycloheximide; 300,000 tested, 12% active; max response, %; cell reporter, cycloheximide protein synthesis inhibition counterscreen; AID 2314; in the data active means max response mostly above about 13%, no sharp cut-off; inactive means mostly below about 14%; further: read at 38.3 µM for the half of the compounds with a filed dose; 0% is about no effect
Shiga toxin inh = Shiga toxin inhibition; Vero cells, Shiga toxin protein synthesis inhibition reporter; inhibition, % at 38.7 µM; 290,000 tested, 9.2% active; AID 2315; in the data active means inhibition mostly above about 28%, no sharp cut-off; inactive means mostly below about 43%; further: 0% is about no effect
TbPYK inhibitor = blocks Trypanosoma brucei pyruvate kinase | TbPYK enzyme, Kinase-Glo Plus ATP luminescence, 45 min | Potency, µM (highest dose often 76.8 µM), without a hit: at the top dose activity, negative = inhibition, most hits filed as inhibitors | 410,000 tested, 0.12% active | AID 624173; further: potency means the concentration at half of the fitted maximal effect; on the % scale 0 is the no-effect control and ±100 the full control effect; nearly all actives have a fitted effect of over 50% in size
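T. brucei PYK with substrate was exposed to pin-transferred compounds across a concentration series, then started with 130 uM ADP (final). After 45 min at room temperature, Kinase-Glo Plus luminescence was read, normalized and curve-fitted.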
* = called active by the depositor; i = inactive; ? = inconclusive; . = not tested or not shown; & = joins results of further samples; [ ] = dose if it differs, or a comment. Unless noted, the call rests on the fitted dose curve; in most records, active means well fitted curve in the direction sought with a large enough effect; inconclusive means small, poorly fitted or top-dose-only effect, or another doubt; inactive means no such curve, though single readings can be large; an effect the other way counts as inactive or inconclusive.

No.	SMILES	LmPK inhibitor	AMA1 RON2 block	Pf growth 48h	Pf growth 96h	CHX counter	Shiga toxin inh	TbPYK inhibitor
1	Cc1cc(C)cc(-n2ccn(CC(=O)NCCc3ccccc3)c(=O)c2=O)c1	1%	9%	-1%	1%	11	-6	1%&4%
2	CCN(CC(=O)Nc1cc(Cl)ccc1C)C(=O)Cn1c(=O)cnc2ccccc21	.	4%	?	36%[activator]	.	.	-1%
3	Cc1ccnc(SCc2cc(=O)c(OC(=O)c3ccc(Cl)c([N+](=O)[O-])c3)co2)n1	-5%	-10%	-3%	-14%	6	-1	11%
4	Cn1nccc1-c1cc(Cl)cc(Cl)c1O	-3%	32%[activator]	8%	2%	0	11	-4%
5	CCCCNC(=O)C1CCCN(S(=O)(=O)CC)C1 (centres undefined)	1%	-1%	14%	?	-1	14	-3%
6	O=C(COc1ccccc1[N+](=O)[O-])N/N=C/c1ccc(O)c([N+](=O)[O-])c1	18%	8%	i	?	6	1	-2%
7	O=C(O)c1sc2ncccc2c1OCc1ccccc1	-1%	15%	-11%	10%	-1	-15	1%
8	C[n+]1c2n(c3ccccc31)N=C(c1ccc(Cl)cc1)CS2	3%	100%[activator]	-23%	17%	13	18	3%
9	COC(=O)COc1ccc(S(=O)(=O)NCc2ccco2)cc1	-1%	-5%	-7%	3%	-3	-3	6%
10	BrC(=C\c1ccccc1)/C=N/n1cnnc1	-4%	-4%	10µM*	26%	43*	31*	1%
11	Cc1cc(SCC(=O)c2ccc3c(c2)OCO3)nc2ccccc12	2%	90%[activator]	.	?	14	13	-12%
12	C=CCN(CC=C)Cc1c(O)ccc2c(=O)c(-c3ccccc3)coc12	-1%	9%	?	7%	10	9	-16%
13	CCC(C)c1ccccc1OCC(=O)NN1C(=O)c2ccccc2C1=O (centres undefined)	12%	16%	-2%	?	-3	.	0%
14	CN(CC(=O)Nc1ccccc1Br)C(=O)c1cc(S(=O)(=O)N(C)C)ccc1N1CCCC1	.	-6%	?	8%	.	.	-6%
15	O=C(COc1ccccc1F)NCC(c1ccc(F)cc1)N1CCOCC1 (centres undefined)	.	9%	?	?	.	.	1%
16	O=C(O)c1ccc(NC(CSCc2ccccc2F)C(=O)O)c([N+](=O)[O-])c1 (centres undefined)	1%	0%	2%	11%	-4	-11	-12%
17	CCC(C)C1(CC)C(=O)NC(=O)N=C1N (centres undefined)	-7%	-2%	11%	-23%	-1	33	1%
18	Cc1nc(NC(=O)c2ccccc2)sc1C1(C)CC(c2ccccc2F)=NO1 (centres undefined)	0%	11%	?	?	43*	60*	-2%
19	CCOC(=O)N1CCN(C(=O)CN(C2CCCCC2)S(=O)(=O)c2ccc(C)cc2)CC1	4%	2%	10µM*	-4%	3	9	-2%
20	Cc1cc(CNC(=O)CCc2nnc(CCCc3ccccc3)o2)nn1C	4%	1%	-4%	?	37*	33*	-2%
21	COc1cccc(C(=O)NCCSCc2ccccc2Cl)c1	1%	18%	?	41%[activator]	13*	24	4%
22	O=C(Nc1cc(S(=O)(=O)N2CCCCC2)ccc1N1CCCCC1)c1ccncc1	2%	-1%	9.3µM*	8.3µM*	-2	-12	3%
23	COc1cc2c(cc1OC)C(c1ccccc1)N(S(C)(=O)=O)CC2 (centres undefined)	-2%	-1%	-7%	?	1	-9	2%
24	CCCOc1ccc(/C=N/O)cc1	-2%	9%	35%[activator]	0%	11	33	4%
25	NS(=O)(=O)c1ccc(CCNC(=O)CCC2COc3ccccc3O2)cc1 (centres undefined)	-4%	0%	-11%	1%[5.75 µM]	-3	-4	-5%

4 compounds picked at random from the list so far:
No.	SMILES	LmPK inhibitor	AMA1 RON2 block	Pf growth 48h	Pf growth 96h	CHX counter	Shiga toxin inh	TbPYK inhibitor
11	Cc1cc(SCC(=O)c2ccc3c(c2)OCO3)nc2ccccc12	2%	90%[activator]	.	?	14	13	-12%
13	CCC(C)c1ccccc1OCC(=O)NN1C(=O)c2ccccc2C1=O (centres undefined)	12%	16%	-2%	?	-3	.	0%
15	O=C(COc1ccccc1F)NCC(c1ccc(F)cc1)N1CCOCC1 (centres undefined)	.	9%	?	?	.	.	1%
24	CCCOc1ccc(/C=N/O)cc1	-2%	9%	35%[activator]	0%	11	33	4%

The list continues.
No.	SMILES	LmPK inhibitor	AMA1 RON2 block	Pf growth 48h	Pf growth 96h	CHX counter	Shiga toxin inh	TbPYK inhibitor
26	Cc1cc(C)c2[nH]c(=O)c(C(c3nnnn3C3CCCC3)N3CCOCC3)cc2c1 (centres undefined)	-3%	.	3%	?	-5	-15	.
27	O=[N+]([O-])c1ccc(OCC(O)CN2CCN(c3ccccc3F)CC2)cc1 (centres undefined)	5%	-6%	13%	23%	2	-8	-12%
28	Cc1cc2cc(CNC(=O)NC3CCCCC3)ccc2n1C	-2%	-4%	?	-14%	-2	-4	3%
29	CCCCc1ccc(NC2=NCCCS2)cc1	10%	4%	7%	?	30*	42*	-2%
30	CCOC(=O)CSc1nc2cc(C)cc(C)c2cc1C#N	0%	61%[activator]	-21%	.	14*	25	-4%
31	CC1CCCC(NC(=O)COC(=O)c2ccccc2[N+](=O)[O-])C1C (centres undefined)	4%	-12%	6%	22%	30*	83*	-2%
32	O=C(COc1ccccc1)NNC(=O)c1ccc(Cl)cc1	.	59%[activator]	-21%	?	.	.	1%
33	COc1ccc(N2CCN(CC(=O)NCc3ccc(Cl)cc3)CC2)cc1	-2%	-25%	6%	16%	-2	34	2%
34	N/C(Cc1ccc(Cl)cc1)=N\OC(=O)C1CCCCC1	5%	-7%	5.9µM*	43%	53*	69*	-8%
35	Cc1nn(C)c(C)c1NC(=O)c1cnn2c(C(F)F)cc(-c3ccccc3)nc12	-12%	.	9%	5%	-4	-15	.
36	O=C(O)COc1ccc(/C=C2\SC(=Nc3ccccc3)N(c3ccccc3)C2=O)cc1	-7%	-6%	0%	-10%	-2	17	-2%
37	CC(C)CCNC(=O)C(c1ccncc1)N(Cc1cccs1)C(=O)Cn1nnc(-c2ccc(F)cc2)n1 (centres undefined)	6%	6%	15µM*	62%[activator]	-2	2	-8%
38	Cc1cc(C2(O)C(=O)Nc3ccccc32)ccc1F (centres undefined)	-1%	3%	-6%	5%	-5	-3	-2%
39	O=C(c1cc(S(=O)(=O)N2CCOCC2)c(Cl)cc1Cl)N1CCCCC1CO (centres undefined)	-3%	-1%	-9%	-1%	-4	-11	4%
40	Cc1ccc(OCCCCn2cnc3ccccc32)cc1	14%[11.5 µM]	11%	30%[activator]	-1%	40*	88*	1%&-4%
41	COc1ccc(OCCCC(=O)Nc2nncs2)cc1	2%	-6%	-22%	16%	-2	1	-1%
42	Cc1ccc(-c2nc(NCc3cccnc3)c3ccccc3n2)cc1	0%	8%	?	75%[activator]	14*	-5	-3%
43	CS(=O)(=O)N(CC(=O)Nc1ccccc1C(=O)N1CCOCC1)c1ccc2c(c1)OCO2	-7%	-15%	4%	38%[activator]	-3	2	-2%
44	CN(C(=O)C(C)(C)C)C1c2c(ccc3ccccc23)OCC1CO (centres undefined)	1%	-3%	-4%	-28%	-2	1	2%
45	CCC(=O)c1ccc(OCCN2CCOCC2)cc1	4%	2%	24%	4%	11	21	7%
46	CC1CN(c2nc(N(C)c3ccccc3)nc(N)c2[N+](=O)[O-])CC(C)O1 (centres undefined)	1%	-12%	-23%	?	-3	-3	1%
47	Cc1cccc(N2CCCn3c2nc2c3c(=O)n(CCN3CCOCC3)c(=O)n2C)c1	0%	-4%	-7%	-10%	-4	1	1%
48	Cc1cccc(CNC(=O)c2ccc(NC(=O)C3=CSCCO3)cc2)c1	2%	-1%	24%	?	40*	38	-20%
49	CCn1c(N)c(C(=O)NCc2ccco2)sc1=S	-1%	-5%	32%[activator]	0%	3	-17	-26%
50	Cc1ccccc1NC(=O)Cc1nc(COC(=O)c2ccc(Cl)c(S(N)(=O)=O)c2)cs1	.	8%	?	13µM*	.	.	-3%
51	CCC(C)N1CC(O)=C(c2nc3ccccc3[nH]2)C1=N (centres undefined)	-1%	69%[activator]	78%[activator]	.	19	84*	-2%
52	O=C(COC(=O)CCC1CCCC1)Nc1ccc(Cl)cc1F	0%	28%	4%	27%	-1	-7	2%
53	COc1ccc(/C=N/NC(=O)c2cc(-c3cccnc3)nc3ccccc23)c(OC)c1	5%[11.5 µM]	-1%	4%	51%[activator]	-2	-7	6%
54	O=S(=O)(Nc1ccccc1Cl)c1cccc2nsnc12	-1%	10%	-17%	-16%	1	-3	3%
55	CCOC(=O)c1sc(=S)n(C)c1C	5%	0%	.	4%	-5	-12	1%
56	CCOC(=O)C1CCN(C(=O)CN(c2cc(Cl)ccc2OC)S(=O)(=O)c2ccccc2)CC1	-6%	12%	15µM*	?	1	-6	1%
57	CCCNS(=O)(=O)c1cccc2cccnc12	-1%	8%	.	38%[activator]	-2	-14	-3%
58	O=[N+]([O-])c1cc2c(c(CSc3nnc(Nc4ccccc4)s3)c1)OCOC2	7%	14%	-30%	.	-2	-12	-10%
59	COc1ccc(NC(=O)O/N=C/c2ccncc2)cc1	-1%	0%	1%	140%	15	43*	-1%
60	Nc1ccc(Oc2cccc(Oc3ccc(N)cc3)c2)cc1	7%	32µM*	7%	-30%	-17	-21	-1%
61	COCc1[nH][nH]c(=O)c1C=NCC(=O)OC	-1%	83%[activator]	-31%	49%[activator]	-3	-10	-12%
62	O=C(CN1CCN(Cc2ccccc2)CC1)NC(=O)NC1CCCCC1	2%	1%	7%	10%	1	-10	-6%
63	NC(=O)/C(=C/c1ccco1)NC(=O)/C=C/c1ccccc1	-5%	-7%	-3%	?	2	-4	3%
64	COc1ccc(Cl)cc1NC(=O)CCN1C(=O)C2CC=CCC2C1=O (centres undefined)	-8%	0%	37%[activator]	21%	-5	-7	-1%
65	Cc1cc(NC(=O)CCN2CCN(C)CC2)ccc1Br	1%	7%	30%[activator]	?	9	.	2%
66	CCOc1ccc(-c2noc(-c3cccnc3)n2)cc1OC	-8%	-4%	141%[activator]	9.3µM*	15*	27	-1%
67	COc1cc(NCCC(=O)c2cccs2)c(OC)cc1Cl	-5%	14µM*	i	2%	3	10	?
68	Cn1cc(SCC(=O)NC2CCCC2)c2ccccc21	6%	4%	?	1%	-1	-9	-9%
69	O=C(C1CCN(S(=O)(=O)c2cnc[nH]2)CC1)N1CCc2ccccc2C1	-6%	0%	14%	4%	-3	-9	1%
70	O=C(CN1CCN(S(=O)(=O)c2ccc(F)cc2)CC1)NC1CCCC1	1%	6%	5%	-6%	-2	3	2%
71	CCOc1ccc(NC(=O)CN(C)C(=O)c2ccc(C3SCCS3)cc2)cc1OCC	.	-18%	-18%	?	.	.	-2%
72	COc1ccc(C(=O)NCC(=O)N/N=C(\C)c2ccco2)cc1OC	-1%	-11%	25%	-3%	6	17	-3%
73	CCSc1nc2ccccc2c(=O)n1Cc1ccc(F)cc1	2%	8%	-14%	30%	29	15	-6%
74	C#CCN1C(=O)S/C(=C\c2cc3c(cc2OC)OCO3)C1=O	8%	7%	46%[activator]	?	-1	-9	-2%

Assay outcomes (PubChem)
